KCNQ1 act: potentiators or activators of KCNQ1 channel, primary screen, cell-based, thallium flux, high-throughput; B-score at 10 µM; CHO-K1 KCNQ1, thallium flux FluxOR fluorescence; hits give high values; 0.35% of 310,000 active; Potassium voltage-gated channel subfamily KQT member 1 (Homo sapiens), P51787;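 active = fluorescence ratio B-score, a plate-corrected score, at least three library SD, with initial intensity B-score within 5 SD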
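Doses: Single concentration per compound, DMSO matched to controls | Test system: KCNQ1-transfected CHO-K1 cells | Timing: 90 min dye loading and 20 min compound exposure, both at room temperature | Measured by: Kinetic FluxOR thallium fluorescence, 10-s 1-Hz baseline, 110-s post-stimulus read | Medium: Assay buffer with matched DMSO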
RGS4 pot: RGS4 potentiators or activators, primary screen, cell-based, HEK293 M3R inducible RGS4, calcium flux; carbachol calcium flux Fluo4; hits give low values; B-score at 10 µM; 0.92% of 310,000 active;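 active = B-score of the integrated calcium signal more than 4 SD below the library mean, with starting fluorescence not abnormally high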;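 note: negative B-score means reduced calcium response which marks RGS4 activation or potentiation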
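Assay system: HEK293 FlpIn-TREx cells, stable M3R, doxycycline-inducible RGS4 / Probe or stimulus: carbachol, ECmax concentration / Times: overnight RGS4 induction, 30 min dye load 37 °C, 20 min compound RT / Signal: kinetic calcium fluorescence imaging with Fluo4-AM dye, 2 µM / Measure: Agonist-evoked peak-minus-minimum fluorescence over baseline, integrated ratio, B score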
GSK3B inh: human GSK3beta kinase inhibitors, primary screen, biochemical, cell-free homogeneous, HTS. 0.038% of 300,000 active. GST-GSK3beta kinase, ADP-Glo luminescence, 60 min; hits give low values. AID 2097, 2009. activity score (negative = inhibition), % at 10 µM. Glycogen synthase kinase-3 beta (Homo sapiens), P49841;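 active = more than half of replicate wells score below -50%, meaning over 50% inhibition versus plate controls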;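 note: 0% = median DMSO wells and -100% = median GW8510 positive control wells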
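Assay system: GST-fused GSK3beta enzyme, cell-free / Medium: Tris pH 7.5 buffer with MgCl2, DTT, BSA, heparin / Also added: peptide substrate plus 25 µM ATP (final) / Compound: 10 µM single point / Timing: kinase reaction with compound 60 min at room temperature / Detection: ADP-Glo luminescence / Benchmarks: DMSO neutral wells and GW8510 at 20 µM as positive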
RGS4 inh: RGS4 inhibitors, primary screen, cell-based, HEK293 M3R inducible RGS4, calcium flux | Regulator of G-protein signaling 4 (Homo sapiens), P49798 | B-score at 10 µM | AID 463165, 2010 | 0.45% of 310,000 active | Fluo-4 calcium flux; hits give high values; triggered by carbachol at its EC20;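 active = B-score, a plate-corrected calcium signal, over three deviations above library mean, with baseline fluorescence within five deviations of library mean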;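 note: RGS4 expression induced by doxycycline in cells with stable M3 receptor; B-score is computed from the integrated fluorescence ratio over baseline after carbachol; higher B-score means a larger calcium signal and so more RGS4 inhibition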
PolyA inh: polyadenylation inhibitors in yeast reporter cells, primary screen, luminescence, S. cerevisiae; calls only at 12 µM; 0.02% of 300,000 active; S. cerevisiae SKY197-pL101 polyadenylation reporter, beta-gal luminescence; efflux-impaired pdr1/pdr3 knockout yeast; score 100 = 6 SD above DMSO; AID 1875, 2009;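 active = lowest replicate activity score at least 50, where 100 means six control SD above control mean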;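 note: yeast exposed to compound for 9 h at 30 °C; higher score means more reporter readthrough which indicates perturbed polyadenylation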
KCNK3 block: human KCNK3 channel inhibitors, primary screen, CHO cells, FluxOR thallium flux, B-score; FluxOR fluorescence; hits give low values; B-score at 10 µM; AID 602410, 2012; 0.84% of 340,000 active; Potassium channel subfamily K member 3 (Homo sapiens), O14649;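 active = B-score under library mean minus 4 SD, starting fluorescence ratio at most library mean plus 5 SD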;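 note: more negative B-score means stronger inhibition of thallium flux through KCNK3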
DYRK1A inh: rat Dyrk1A kinase inhibitors, primary screen, biochemical, single point, plate reader. ADP-Glo luminescence, NFATc1 peptide. AID 504441, 2011. inhibition, % at 12.5 µM. 0.43% of 310,000 active. Dual specificity tyrosine-phosphorylation-regulated kinase 1A (Rattus norvegicus), Q63470; in the data active = inhibition above about 50%;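 note: plate controls were vehicle with enzyme for no effect and no enzyme for full effect; many of its hits are not listed in these tables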
KCNQ1 block: inhibitors of human KCNQ1 channel, primary screen, cell-based, thallium flux, high-throughput. Potassium voltage-gated channel subfamily KQT member 1 (Homo sapiens), P51787. 1.3% of 310,000 active. CHO-K1 KCNQ1, FluxOR thallium flux fluorescence; hits give high values. B-score at 10 µM;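 active = compounds whose thallium flux B-score, printed positive for inhibition, exceeds three library SD while starting fluorescence stays within three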;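 note: channel opened by potassium depolarization with thallium stimulus after 20 min compound exposure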
KCNK9 block: KCNK9 potassium channel inhibitors, primary screen, HEK293 cells, thallium flux; Potassium channel subfamily K member 9 (Homo sapiens), Q9NPC2; FluxOR thallium flux fluorescence; hits give low values; B-score at 10 µM; 1.2% of 310,000 active; AID 488922, 2010;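 active = ratio B-score over 3 SD below the library mean, with starting fluorescence within 5 SD of its mean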;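 note: negative B-score means less thallium flux so channel inhibition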
GSK3 alpha inh: blockers of GSK3A enzyme activity – biochemical, luminescence, cell-free homogeneous, HTS, primary screen | GSK-3 alpha kinase, ADP-Glo luminescence, 60 min | inhibition, % at 10 µM | 0.1% of 320,000 active | AID 2650, 2010;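 in the data active = inhibition above about 50%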;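 note: GST-tagged GSK-3 alpha with peptide substrate and 25 µM ATP; 0% = DMSO neutral wells and 100% = GW8510 positive control wells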
hERG rescue: hERG rescue from dofetilide block, primary screen, cell-based, CHO-hERG, FluxOR thallium flux, dofetilide IC70 | Voltage-gated inwardly rectifying potassium channel KCNH2 (Homo sapiens), Q12809 | dofetilide IC70 present | activation (rescue from dofetilide block), less the hit threshold, % at 10 µM | 0.51% of 310,000 active | AID 1511, 2009;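 active = activation above the mean of controls blocked by dofetilide plus 5 SD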;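 note: thallium influx through hERG after potassium depolarization seen as dye fluorescence rise; in these data hits start at about 4.7%; inactives centre near -7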
Target sequence (Q12809 whole entry, looked up): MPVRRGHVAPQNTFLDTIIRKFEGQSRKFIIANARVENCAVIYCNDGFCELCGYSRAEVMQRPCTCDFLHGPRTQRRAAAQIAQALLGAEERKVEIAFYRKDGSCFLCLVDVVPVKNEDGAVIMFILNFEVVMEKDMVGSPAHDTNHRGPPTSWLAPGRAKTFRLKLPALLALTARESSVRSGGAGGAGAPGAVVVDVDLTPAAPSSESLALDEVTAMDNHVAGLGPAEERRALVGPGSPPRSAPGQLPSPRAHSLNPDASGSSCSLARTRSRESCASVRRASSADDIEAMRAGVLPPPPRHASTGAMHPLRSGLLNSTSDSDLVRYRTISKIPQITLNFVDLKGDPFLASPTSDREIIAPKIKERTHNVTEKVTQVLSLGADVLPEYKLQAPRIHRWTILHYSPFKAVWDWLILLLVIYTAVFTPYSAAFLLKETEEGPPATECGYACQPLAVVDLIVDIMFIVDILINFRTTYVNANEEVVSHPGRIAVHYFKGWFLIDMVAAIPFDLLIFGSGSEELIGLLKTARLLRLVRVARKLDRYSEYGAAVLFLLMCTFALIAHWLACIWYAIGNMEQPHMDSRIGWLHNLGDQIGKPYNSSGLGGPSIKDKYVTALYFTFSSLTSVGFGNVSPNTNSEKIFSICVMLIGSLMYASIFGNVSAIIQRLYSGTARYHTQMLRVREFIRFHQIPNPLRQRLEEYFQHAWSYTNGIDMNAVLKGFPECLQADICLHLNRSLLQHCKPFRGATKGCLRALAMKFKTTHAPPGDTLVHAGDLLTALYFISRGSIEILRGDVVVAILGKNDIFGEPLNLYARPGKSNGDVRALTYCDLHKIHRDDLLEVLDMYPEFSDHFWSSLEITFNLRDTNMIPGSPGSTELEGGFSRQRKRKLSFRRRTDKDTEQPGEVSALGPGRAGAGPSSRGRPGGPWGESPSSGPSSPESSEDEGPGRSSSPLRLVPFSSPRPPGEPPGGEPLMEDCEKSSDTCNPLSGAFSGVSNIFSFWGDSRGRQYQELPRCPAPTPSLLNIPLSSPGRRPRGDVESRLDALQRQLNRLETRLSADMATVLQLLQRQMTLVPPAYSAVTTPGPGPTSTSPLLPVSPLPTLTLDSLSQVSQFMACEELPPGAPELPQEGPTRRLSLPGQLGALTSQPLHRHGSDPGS
An asterisk follows results filed as active; i = inactive; / = no result given. This is a subset; the hit share may differ from the screen's.

item	SMILES	GSK3 alpha inh	GSK3B inh	RGS4 pot	PolyA inh	KCNQ1 act	DYRK1A inh	RGS4 inh	hERG rescue	KCNK9 block	KCNK3 block	KCNQ1 block
1	Cc1ccc(C)c2[nH]c(=O)c(CCNC(=O)c3ccc(S(=O)(=O)N4CCOCC4)cc3)cc12	-4.1	-3.3	i	i	i	-7.7	i	-9.2	i	i	i
2	Nc1cc2c(cc1O)CCCC2	-0.6	-0.9	i	i	i	-4.0	i	-13.6	i	i	i
3	COc1ccc(C/C(C)=N/NC(=O)c2ccc(C)cc2C)cc1	0.6	-0.4	i	i	i	-0.7	i	-6.0	i	i	i
4	CCCc1cc(=O)n2nc(N3CCC(C(=O)NCc4ccco4)CC3)sc2n1	-1.7	1.5	i	i	i	-4.3	i	-5.2	i	i	i
5	CCOC(=O)c1oc2cccc(OC(C)=O)c2c1C	-2.9	-0.3	i	i	i	12.6	i	-12.4	i	i	i
6	OCCC1CN(Cc2cccn2-c2nccs2)CCN1Cc1ccc(F)c(F)c1 (stereo not drawn)	-6.7	-1.7	i	i	i	-3.9	i	-10.2	i	i	i
7	COc1ccccc1N1CCN(S(C)(=O)=O)CC1	-0.6	2.0	i	i	i	-1.7	i	-2.5	i	i	i
8	CSc1ccc(Cl)c(C(=O)Nc2ccc(OCC(N)=O)cc2)c1	-1.9	-0.5	i	i	i	5.2	i	-12.2	i	i	i
9	COc1ccccc1/C=C/C(=O)N1CCCC1	0.6	1.0	i	i	i	-0.1	i	-3.4	i	i	i
10	Cc1[nH]n(-c2ccccc2)c(=O)c1C=Nc1cccc(F)c1	/	1.6	i	i	i	-4.2	i	-7.3	i	i	i
11	COC(=O)c1ccccc1NC(=O)CN1CCN(C(=O)c2ccco2)CC1	0.3	1.4	i	i	i	6.7	i	-5.5	i	i	i
12	CCN(CC)c1ccc(/C=C/C(=O)c2cccnc2)cc1	5.4	0.2	i	i	i	-0.8	i	-11.4	i	i	i
13	CC(=O)Nc1ccc(S(=O)(=O)Oc2ccc(/C=C3\SC(N)=NC3=O)cc2)cc1	-5.2	-4.5	i	i	i	3.1	i	-6.2	i	i	i
14	CCCOc1ccc(OC(=O)Cc2ccc(OC)c(S(=O)(=O)N3CCOCC3)c2)cc1	-5.1	1.3	i	i	i	3.5	i	-17.6	i	i	i
15	O=C(CSc1nnc(NC(=O)C2CC(=O)N(c3ccccc3)C2)s1)NC1CCCC1 (stereo not drawn)	-0.6	0.7	i	i	i	-0.8	i	-8.6	i	i	i
16	O=C(COC(=O)/C=C/c1cccc(Cl)c1)NCCc1ccccc1	-0.7	0.4	i	i	i	1.2	i	-7.9	i	i	i
17	COC(=O)Cn1cnc2c(cnn2-c2ccccc2)c1=O	-2.1	0.2	i	i	i	-1.0	i	-7.8	i	i	i
18	c1ccc(SSc2ccccc2)cc1	-7.2	1.1	i	i	i	-12.2	i	-6.1	i	i	i
19	CCCCc1ccc(NC(=S)N2CCN(c3ccccn3)CC2)cc1	0.5	-4.1	i	i	i	/	i	-10.0	i	i	i
20	Clc1ccc(-n2cccc2/C=N/n2cnnc2)cc1	-1.4	1.3	i	i	i	-0.3	i	-8.4	i	i	i
21	O=C(Nc1sc2c(c1C(=O)O)CCC2)C(=O)N1CCOCC1	-2.1	-1.5	i	i	i	-0.3	i	-13.0	i	i	i
22	CCN1C(=O)C(CC(=O)Nc2ccc(F)cc2)N(CCc2ccc(OC)cc2)C1=S (stereo not drawn)	-2.0	6.3	i	i	i	-1.0	i	-14.9	i	i	i
23	CC(=O)c1c(N2CCOCC2)nc(=S)n(Cc2ccccc2)c1C	0.8	-2.4	i	i	i	-5.0	i	-10.9	i	i	i
24	O=C(Nc1c[nH]c(=O)[nH]c1=O)c1cccc(F)c1	-0.4	-7.5	i	i	i	1.3	i	-0.2	i	i	i
25	CCOc1cc(CNc2ccc3c(c2)CCC3)ccc1OC	-1.0	2.1	i	i	i	/	i	-10.8	i	/	i
26	CCOC(=O)N1CCN(C(=O)c2cnn3c(C)c(Cc4ccc(C)cc4)c(C)nc23)CC1	-2.5	-19.1	i	i	i	4.3	i	-4.8	i	i	i
27	O=C(CCC(=O)N(CC(=O)NC1CCCC1)Cc1ccccc1Cl)Nc1nccs1	-0.3	-2.2	i	i	i	-0.2	i	-3.1	i	i	i
28	COc1ccccc1OCCSc1nnc(C)n1-c1ccccc1	2.3	-2.1	i	i	i	2.7	i	-6.0	i	i	i
29	CC1=C(C(=O)NCc2ccccc2)C(c2cccnc2)n2ncnc2N1 (stereo not drawn)	0.3	-0.3	i	i	i	3.3	i	-1.9	i	i	i
30	COc1ccc(N=Cc2c(O)ccc3ccccc23)cc1	-1.5	0.0	i	i	i	4.5	i	-9.8	i	i	i
31	CCOC(=O)c1c(N)nn(C(=O)C(C)C)c1-c1ccc(OC)cc1	0.5	-0.4	i	i	i	5.1	i	-13.1	i	i	i
32	Cc1cccc(C(=O)N/N=C/c2ccoc2)c1	1.4	1.5	i	i	i	2.0	i	-9.8	i	i	i
33	Cc1[nH]oc(=O)c1N=Nc1c(Cl)cccc1Cl	-1.4	-14.7	i	i	i	17.8	i	-11.5	i	i	i
34	COc1ccc(C(=O)Nc2ccc(-c3ccc(C)o3)cc2)cc1S(=O)(=O)N1CCOCC1	0.4	-7.0	i	i	i	0.0	i	-7.3	i	i	i
35	COc1ccc(N2CCN(c3nc4c(c(=O)n(C)c(=O)n4C)n3Cc3ccccc3)CC2)cc1	-1.7	-5.8	i	i	i	3.3	i	-7.8	i	i	i
36	CC1CCCC(C)N1/N=C/c1ccc(O)c(O)c1 (stereo not drawn)	-2.1	1.8	i	/	i	-1.1	i	-1.9	i	i	i
37	COC(=O)CSc1nc(C)cc(C)n1	-3.1	2.1	i	i	i	3.7	i	-13.3	i	i	i
38	CC(C)CC(OC(=O)c1cccs1)C(=O)NCc1cccs1 (stereo not drawn)	0.1	0.4	i	i	i	6.4	i	-9.7	i	i	i
39	Cc1ccc2c(CN3CC(C)CC(C)C3)cc(=O)oc2c1 (stereo not drawn)	-4.4	3.9	i	i	i	4.3	i	-6.3	i	i	i
40	CSc1ccc(CNc2ccc(C)cc2)cc1	-1.4	-1.2	i	i	i	-2.6	i	-7.2	i	i	i
41	O=C1CC(NCc2ccc(F)cc2)C(=O)N1c1ccccc1 (stereo not drawn)	-2.4	-0.6	i	i	i	-2.1	i	-15.4	i	i	i
42	COc1cc2c(cc1OC)CN(C(=O)C1CCCN1S(=O)(=O)c1ccc(C)cc1)CC2 (stereo not drawn)	/	-22.0	i	i	i	2.6	i	-7.5	i	i	i
43	N#CC1=C(N)N(c2ccccc2)C(c2ccco2)C1(C#N)C#N (stereo not drawn)	15.7	-5.2	i	i	i	28.1	i	-4.0	i	i	i
44	CC(=O)C1=C(C)Nc2ncnn2C1c1ccccc1 (stereo not drawn)	5.0	0.4	i	i	i	-2.2	i	-8.8	i	i	i
45	CCCC(=O)Nc1c2c(nn1-c1ccc(C)cc1C)CSC2	-0.2	-0.1	i	i	i	-2.9	i	-7.5	i	i	i
46	CC1CCCN(C(=O)CCS(=O)(=O)Cc2ccccc2)C1 (stereo not drawn)	-3.5	1.3	i	i	i	-4.6	i	-8.9	i	i	i
47	COc1ccc(S(=O)(=O)N2CCC(C(=O)NCCC(=O)NCc3ccncc3)CC2)cc1	0.1	2.1	i	i	i	3.5	i	-6.0	i	i	i
48	CCC1NC(=S)NC(C)=C1C(=O)c1ccccc1 (stereo not drawn)	-1.5	-1.2	i	i	i	-0.7	i	-7.5	i	i	i
49	Cc1cc(C)n2nc(C(=O)N/N=C/c3cccs3)nc2n1	3.7	-2.2	i	i	i	1.7	i	-3.1	i	i	i
50	CCC1CCCN1Cn1cnc2c([nH]c3ccc(C)cc32)c1=O (stereo not drawn)	0.6	0.1	i	i	i	-2.2	i	-14.6	i	i	i
51	CCN(CC)S(=O)(=O)c1ccc(C(=O)OCC(=O)N2CCN(C(=O)c3ccco3)CC2)cc1	-2.6	2.3	i	i	i	-2.4	i	0.6	i	i	i
52	CC1=N/C(=C\c2ccccc2Cl)C(=O)O1	-2.9	6.9	i	i	i	0.3	i	-13.0	i	i	i
53	Cc1ccc(N2C(=S)NC3c4cc(Cl)ccc4OC2(C)C3C(=O)N(C)C)cc1 (stereo not drawn)	-5.1	0.6	i	i	i	-8.3	i	-9.3	i	i	i
54	COc1cccc(NC(=O)C2CSC3(C)CCC(=O)N23)c1 (stereo not drawn)	-0.8	2.2	i	i	i	6.0	i	-0.8	i	i	i
55	CCOC(=O)CSc1nc2cc3c(cc2cc1C)OCO3	-4.8	-2.0	i	i	i	-2.0	i	-6.5	i	i	i

Screens: PubChem BioAssay, several laboratories
